M. tuberculosis HTS – M. tuberculosis growth inhibition, HTS (AID 449762); M. tuberculosis H37Rv growth inhibition, 7H9 media; higher % means a stronger effect; inhibition, % at 25 µM; hits with a dose series show IC50 in µM; 330,000 tested, 0.59% active; in the data active means a potency from the dose series; inconclusive means inhibition above about 70% without an active follow-up result;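 further: bacterial growth assessed after seven days of incubation; strong numbers were not always called active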
M. tuberculosis – growth inhibition of non-replicating M. tuberculosis (AID 488890). inhibition, % at 25 µM; hits with a dose series show IC50 in µM. 320,000 tested, 0.39% active. Mycobacterium tuberculosis non-replicating, growth inhibition; higher % means a stronger effect; in the data active means a potency from the dose series; inconclusive means inhibition mostly from about 82% at the one dose, without a potency; inactive means the rest, 99 in 100 with inhibition below about 76%;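 further: plate controls were DMSO cells for no effect and high antibiotic wells for full effect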
H1N1 NS1A inhibition – H1N1 influenza NS1A inhibitors, functional cell based assay (AID 504329) | NS1A functional cell-based assay, percent inhibition; higher % means a stronger effect | inhibition, % at 12.5 µM, or IC50 in µM where a hit was titrated | 340,000 tested, 0.3% active; in the data active means a potency from the dose series; inconclusive means inhibition above about 27% without an active follow-up result; further: strong numbers were not always called active
PhoP GFP inhibition – Inhibition of PhoP regulon, Salmonella typhi GFP reporter cells, confirmation, 4 h (AID 1850); 310,000 tested, 0.33% active; inhibition, % at 50 µM, or IC50 in µM where a hit was titrated; Salmonella Typhi PhoP-promoter GFP reporter, fluorescence, 4 h; higher % means a stronger effect; in the data active means a potency from the dose series; inconclusive means inhibition mostly from about 25% at the one dose, without a potency; inactive means the rest, 99 in 100 with inhibition below about 19%;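 further: 0% = induced wells with vehicle and 100% = uninduced wells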
inhibitors of VEEV – inhibitors of VEEV TC-83 cytopathic effect, confirmation, Vero cells (AID 588727). Vero cells, VEEV TC-83 cytopathic effect inhibition; higher % means a stronger effect. inhibition, % at 20 µM, or IC50 in µM where a hit was titrated. 350,000 tested, 0.13% active; in the data active means a potency from the dose series; inconclusive means inhibition mostly from about 14% at the one dose, without a potency; inactive means the rest, 99 in 100 with inhibition below about 12%; further: strong numbers were not always called active
inhibitors of VEEV 10K pilot screen – further read-out of inhibitors of VEEV, marked with its call; inhibition, %; measured here: 10K pilot screen inhibition
* marks the source's active call; other numbers are inactive results; i = inactive; u = inconclusive; x = not tested or not shown.

SMILES | M. tuberculosis HTS | M. tuberculosis | H1N1 NS1A inhibition | PhoP GFP inhibition | inhibitors of VEEV | others
CCn1c(SCCC#N)nnc1-c1ccncc1 | -8% | 2% | 6% | -2% | i
CCOC(=O)N1CCN(Cc2nc3cc(NC(C)=O)ccc3n2C)CC1 | 4% | -16% | -1% | 7% | i
Cc1nn(-c2ccc(Cl)cn2)c2c1C(=O)CC(C)(C)C2Br (configuration not stated) | x | x | -6% | x | 0.8%
Cc1cccc(C)c1NC(=O)CNC(=O)C1CC(=O)N(Cc2ccccc2)C1 (configuration not stated) | 1% | -18% | 1% | 10% | 1.1%
O=C(Nc1cccc(Cl)c1)Nc1nc(-c2ccccc2)cs1 | 6% | -4% | 5% | -16% | 2.0%
Cc1ccc(OCCCCn2c(CO)nc3ccccc32)cc1 | u | 41% | -3% | 28% | 0.6%
CCOC(=O)c1cnc(Nc2nc3ccccc3o2)nc1C | u | u | -9% | 0% | i
COCCCNC(=O)Cn1cnc(C(=O)Nc2ccc(C)c(C)c2)n1 | x | x | -7% | x | i
COc1ccc(-c2nc(CS(=O)CC(=O)NCC3CCCO3)c(C)o2)cc1 (configuration not stated) | 1% | 18% | -1% | 4% | 1.1% | inhibitors of VEEV 10K pilot screen=0.4
COc1ccc(NC(=O)C2CCCN(S(=O)(=O)c3ccc4[nH]c(=O)ccc4c3)C2)cc1OC (configuration not stated) | 10% | -2% | 5% | 5% | 2.9%
O=C(CSc1ccccc1)NN1C(=O)c2ccccc2C1=O | 12% | -12% | 2% | -11% | 1.9%
COc1cc(/C=N/NC(=O)C2=NNC(=O)C2C)ccc1O (configuration not stated) | 2% | -22% | -32% | 20% | 3.5%

Compounds listed so far containing an aryl thioether with sulfur outside any ring:
SMILES | M. tuberculosis HTS | M. tuberculosis | H1N1 NS1A inhibition | PhoP GFP inhibition | inhibitors of VEEV | others
CCn1c(SCCC#N)nnc1-c1ccncc1 | -8% | 2% | 6% | -2% | i
O=C(CSc1ccccc1)NN1C(=O)c2ccccc2C1=O | 12% | -12% | 2% | -11% | 1.9%

Next compounds.
SMILES | M. tuberculosis HTS | M. tuberculosis | H1N1 NS1A inhibition | PhoP GFP inhibition | inhibitors of VEEV | others
COc1cccc(NC(=O)Cc2nc(-c3ccccc3)sc2-c2ccc(C)cc2)c1 | 8% | -4% | 8% | -5% | 0.2%
O=C(Nc1ccccc1C(=O)NC(Cc1ccccc1)C(=O)NC1CCCCC1)c1ccccc1 (configuration not stated) | -3% | 12% | -6% | 2% | 2.7%
Cc1ccc(OCc2cc(C(=O)NCCn3cccn3)no2)cc1C | 11% | 9% | 4% | -4% | 1.3%
O=C(Nc1cccc(F)c1)c1cc(S(=O)(=O)N2CCC(C(=O)O)CC2)ccc1F | -13% | -6% | 2% | -5% | 0.1%
Cc1[nH]c2ccccc2c1CCN(Cc1cccs1)C(=S)NC(C)(C)C | -8% | x | -24% | -10% | 1.5%
COc1ccc(Br)cc1CNC(=O)C1CCCN(c2nc3ccccc3o2)C1 (configuration not stated) | 3% | 10% | 2% | 2% | 5.0%
O=C(COC(=O)/C=C/c1nc2ccccc2s1)Nc1cccc2ccccc12 | u | 69% | -1% | 6% | 2.5%
CCCCC(C(=O)NC(C)(C)C)N(Cc1ccco1)C(=O)c1snc(C(N)=O)c1N (configuration not stated) | -10% | 0% | 16% | -1% | 0.0%
CC(C)c1ccc(C(C(C(=O)c2ccccc2)N2CCOCC2)N2CCOCC2)cc1 (configuration not stated) | x | x | 5% | x | 0.8%
O=C(O)COc1ccccc1O | -23% | -5% | -4% | -10% | i
CC(C)NC(=S)N(CCc1ccncc1)C(C)C | -1% | 0% | -9% | 5% | 1.2%
CCCCC1C2=C(CC(C)(C)CC2=O)OC2=C1C(=O)CC(C)(C)C2 | 9% | 21% | -5% | -5% | i
CCCOc1cc(CC(=O)NCc2ccco2)ccc1OC | 2% | 10% | 16% | -3% | 2.6%
CCOC(=O)c1c(NC(=O)c2c(Br)cnn2C)c(C#N)nn1-c1ccccc1 | -14% | -2% | -4% | -13% | 9.1%
Cc1ccccc1OCC(O)CNC1CCC(NCC(O)COc2ccccc2C)CC1 (configuration not stated) | u | u | 4% | 11% | i
c1ccc(-c2cnc(SCCN3CCOCC3)n2CC2CCCO2)cc1 (configuration not stated) | 0% | 0% | 16% | -15% | 1.4%
COC(=O)CCC(=O)OC | -6% | -11% | -6% | x | i
Cc1ccc2nc(-c3cccc(N)c3)[nH]c2c1 | 2% | 3% | 4% | 4% | 0.7%
Cc1cc(C=O)c(C)n1C(C)C | 12% | 7% | 4% | -17% | i
O=C1CN(N=Cc2ccco2)C(=O)N1 | x | x | 9% | x | i
Cc1ccnc(NS(=O)(=O)c2ccc(NC(=O)c3cc(=O)c4ccccc4o3)cc2)n1 | 0% | 58% | 0% | 2% | i
CCN(C(=O)Cn1cnc2cc([N+](=O)[O-])ccc2c1=O)C1CCS(=O)(=O)C1 (configuration not stated) | -7% | 2% | -7% | 2% | i
CCC1CCCCN1C(=O)CSc1nnc2nc(C)cc(C)n12 (configuration not stated) | 1% | x | -8% | x | 2.3%
CC(=O)Nc1ccc(NCc2ccc(-c3ccccc3)cc2)cc1 | x | x | -5% | x | 1.5%
COc1ccc(C(=O)/C=C/Nc2c(C)n(C)n(-c3ccccc3)c2=O)cc1OC | -1% | -16% | 4% | 2% | 1.9%
O=S(=O)(c1ccc(F)cc1)N1CCN(c2ccc(F)cc2)CC1 | 11% | 48% | -1% | 4% | 1.4%
O=C(c1ccco1)N1CCn2c1nc1ccccc12 | -9% | -3% | -3% | 3% | 0.7%
Cc1ccc(S(=O)(=O)c2nc(S(=O)(=O)c3ccc(C)cc3)c(NCc3ccco3)s2)cc1 | -3% | 0% | 17% | -4% | i
Cn1cccc1C(=O)NC1CCCCC1 | 6% | 0% | -6% | 0% | 2.2%
O=c1nc(Nc2cccc(Cl)c2)oc2cc(Cl)oc(=O)c12 | 0% | 4% | -2% | -5% | 1.1%
CC(=O)Cc1nsc(NC(=O)c2csc3c2CCCC3)n1 | -5% | -11% | 3% | 28% | 3.4%
CCc1nnc(NC(=O)Cc2ccc(OC)cc2)s1 | -2% | -10% | 3% | 2% | i | inhibitors of VEEV 10K pilot screen=0.1
CC1CC(=O)NN1C(=O)c1ccccc1 (configuration not stated) | -2% | -5% | -15% | 4% | i
CO/N=C/CC(=O)Nc1ccc(F)cc1F | -4% | x | 2% | 6% | 0.1%
CCN(CC)S(=O)(=O)c1ccc(OC)c(NC(=O)c2ccc(OC)c([N+](=O)[O-])c2)c1 | -2% | 8% | 7% | 1% | 6.7%
Cc1ccc(C(=O)COC(=O)c2cccc(N3C(=O)c4c(C)nc5ccccc5c4C3=O)c2)cc1C | -8% | -3% | -6% | -8% | 0.5%
CN(c1ccc(C(=O)NCc2ccccn2)cc1)S(C)(=O)=O | -1% | -2% | 6% | -12% | 0.4%
CC(C)C1Oc2ccccc2C(=O)N(CC(=O)c2ccc3c(c2)OCCO3)C1=O (configuration not stated) | 8% | 1% | -1% | 4% | 0.9%
CCCn1c(=N)n(CCOc2ccc(OC)cc2)c2ccccc21 | -4% | 27% | 6% | 10% | i
Cn1ncc(Cl)c1C(=O)NCc1cc(C(C)(C)C)n[nH]1 | -2% | -11% | -5% | -2% | 0.5%
O=S(=O)(O)c1nc2ccccc2n1CCOc1ccccc1 | -4% | 5% | -13% | 4% | i
CSc1nc2[nH]c(=O)[nH]c2c(=O)[nH]1 | x | x | -20% | x | 6.3%
CON(C)C(=O)/C=C/c1ccc([B-](F)(F)F)cc1 | x | x | 15% | x | 0.4%
O=C(CSc1nnc(-c2ccco2)n1-c1ccccc1)NCCc1ccccc1 | -4% | 3% | 3% | -8% | 2.4%
CCN1C(=O)[C@H]2[C@@H](c3ccc(-c4ccc(Cl)c(Cl)c4)cc3)N[C@@](CC(C)C)(C(=O)OC)[C@H]2C1=O | 5% | -9% | 1% | -4% | 0.1% | inhibitors of VEEV 10K pilot screen=1.1
O=C(O)c1ccc(S(=O)(=O)/N=C2\C=C(Nc3ccccc3F)C(=O)c3ccccc32)cc1 | u | u | 15% | u | 1.9%
CCOc1ccc(N(CC(=O)Nc2ccc(C)c(F)c2)C2=NC3CS(=O)(=O)CC3S2)cc1 (configuration not stated) | 10% | 1% | -1% | 5% | 0.4%
C#CCOc1ccc2ccccc2c1/C=C(/C#N)c1ccc(C(=O)O)cc1 | 6% | 18% | -1% | 2% | 0.2%
COc1ccc(-c2csc(NC(=O)/C(N=Nc3ccccc3)=C(\C)O)n2)cc1 | 6% | 0% | x | 0% | x
O=C(NC(c1ccccc1)c1ccccc1)c1ccc(CO)cc1 | 10% | 2% | 4% | -1% | 4.4%
O=C(/C=C/c1ccccc1)Nc1cccnc1 | -2% | 6% | -1% | -6% | 2.6%
Cc1ccc(S(=O)(=O)NNC(=O)c2cnn(-c3ccc(Cl)cc3)c2C(F)(F)F)cc1 | 4% | 29% | -16% | 2% | 3.1%
CCc1nnc(SCC(=O)Nc2ccc3ccccc3c2)n1N | 6% | 11% | -13% | x | 0.3%
C[C@@H]1[C@H]2[C@@H]3CC[C@@H](C3)[C@H]2CN[C@H]1c1cn(Cc2ccccc2)c2ccccc12 | x | x | 9% | x | 1.8%
O=C(Cn1ccc2ccccc21)Nc1ccc2c(c1)OCO2 | -4% | 1% | 1% | 7% | 0.7%
COc1cc(C(=O)OCC(=O)NC(N)=O)cc(CN2C(=O)c3ccccc3C2=O)c1OC | 6% | -15% | -13% | -4% | i
COc1ccc(CC(=O)OCN2C(=O)c3ccccc3C2=O)cc1 | 5% | 5% | 2% | -6% | 0.2%
O=C(CCSc1nc(-c2ccco2)cc(C(F)(F)F)n1)NCc1cccs1 | 4% | 24% | -17% | 9% | i
O=C(CSc1ccc([N+](=O)[O-])cn1)Nc1ccc2[nH]c(=O)[nH]c2c1 | 2% | 3% | 0% | -2% | i
O=C(CSc1n[nH]c(-c2ccc(Br)cc2)n1)N1CCOCC1 | -3% | -8% | -14% | x | 0.4%

The list goes on:
SMILES | M. tuberculosis HTS | M. tuberculosis | H1N1 NS1A inhibition | PhoP GFP inhibition | inhibitors of VEEV | others
CCOC(=O)N1CCN(C2CCCN(C(=O)c3ccccc3SC)C2)CC1 (configuration not stated) | -6% | -2% | 4% | 5% | 2.8%
CC(=O)NC(=S)Nc1ccc(NC(=S)NC(=O)/C=C/c2ccco2)cc1 | 7% | 20% | -1% | 0% | i
COc1c(C)cc(C(=O)C2CCCN(Cc3cnc(C)s3)C2)cc1C (configuration not stated) | 11% | -1% | 1% | -4% | 0.2%
COc1ccccc1NC(=O)c1cnc2n(c1=O)CCS2 | -6% | 5% | 9% | 4% | i
O=C(CSc1nc(-c2ccccc2)c(-c2ccccc2)[nH]1)NCC1CCCO1 (configuration not stated) | -8% | 0% | -3% | -2% | 0.7%
CCn1c(SCC(=O)NCC2CCCO2)nnc1-c1c[nH]c2ccccc12 (configuration not stated) | -9% | -6% | -13% | -2% | i
COc1ccc2[nH]cc(C(=O)CCl)c2c1 | 50% | u | -6% | 31% | u
O=C(CCCOc1ccccc1)Nc1cccc(S(=O)(=O)N2CCCCC2)c1 | -4% | 34% | -18% | x | 0.6%
Cc1nn(-c2ccccc2)c(C)c1NC(=O)COC(=O)Cc1cccc(C(F)(F)F)c1 | 1% | -1% | -11% | -2% | 1.4%
CC1CC2(C)Oc3ccccc3CC2C(C)C1CNCCCN(C)C (configuration not stated) | -7% | 73% | 1% | 11% | 3.1%
CC(C)CCOC(=O)C1[C@H]2C(=O)N(Cc3cccs3)C[C@]23C=C[C@H]1O3 (some centres not stated) | 0% | 11% | 12% | -9% | 1.7%
COc1cc(C(=O)Nc2cccc(S(=O)(=O)N3CCCC3)c2)c([N+](=O)[O-])cc1OC | -1% | -1% | -3% | 4% | 5.2%
COc1ccc(NC(=O)N2CCC(C(=O)c3ccc4c(c3)OCCO4)CC2)cc1 | 2% | 18% | -4% | 2% | i

In the list so far, these have a nitro group on carbon:
SMILES | M. tuberculosis HTS | M. tuberculosis | H1N1 NS1A inhibition | PhoP GFP inhibition | inhibitors of VEEV | others
CCN(C(=O)Cn1cnc2cc([N+](=O)[O-])ccc2c1=O)C1CCS(=O)(=O)C1 (configuration not stated) | -7% | 2% | -7% | 2% | i
CCN(CC)S(=O)(=O)c1ccc(OC)c(NC(=O)c2ccc(OC)c([N+](=O)[O-])c2)c1 | -2% | 8% | 7% | 1% | 6.7%
O=C(CSc1ccc([N+](=O)[O-])cn1)Nc1ccc2[nH]c(=O)[nH]c2c1 | 2% | 3% | 0% | -2% | i
COc1cc(C(=O)Nc2cccc(S(=O)(=O)N3CCCC3)c2)c([N+](=O)[O-])cc1OC | -1% | -1% | -3% | 4% | 5.2%

Screening results (PubChem BioAssay)
